Screens from PubChem.
PHOSPHO1 block = PHOSPHO1 (human) inhibition | AID 1565 | inhibition, % at 13.3 µM | Q8TCT1 | actives 1.1% (n = 290,000) | recombinant PHOSPHO1, absorbance phosphatase assay; in the data active = inhibition above about 60%
Target sequence (Q8TCT1 whole entry, looked up): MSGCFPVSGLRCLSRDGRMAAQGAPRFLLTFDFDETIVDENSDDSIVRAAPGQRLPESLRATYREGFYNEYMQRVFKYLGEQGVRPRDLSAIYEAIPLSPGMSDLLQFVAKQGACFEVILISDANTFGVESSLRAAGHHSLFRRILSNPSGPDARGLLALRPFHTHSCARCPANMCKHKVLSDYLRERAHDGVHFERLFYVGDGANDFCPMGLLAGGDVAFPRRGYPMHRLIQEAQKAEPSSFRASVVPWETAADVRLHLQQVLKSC
DNA FID counter = counter-screen for HCV NS3 helicase inhibitors: DNA intercalator displacement | actives 0.17% (n = 290,000) | DNA fluorescent intercalator displacement, fluorescence | inhibition, % at 7.9 µM | AID 1845; in the data active = inhibition above about 37%;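 note: 0% = vehicle and 100% = reference compound; higher means more ethidium bromide displaced from hairpin DNA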
IDE cell activ = activators of human insulin-degrading enzyme in cells | P14735 | HEK cells, FAbeta-B cleavage, fluorescence polarization; 0% vehicle, 100% cell-free pure enzyme wells | activation, % at 5.96 µM | actives 0.073% (n = 340,000);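 active = activation above the mean of all tested compounds plus 3 SD, set per screening campaign, cut at about 17% in these data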
p-CIP stab down = compounds decreasing mouse p/CIP protein stability. Q05BA5. decrease of EGFP signal, % at 10 µM. F442A p/CIP-EGFP cells, EGFP fluorescence, 16 h. actives 0.01% (n = 290,000);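 active = EGFP signal decrease of at least 30% at 10 µM or well 3 SD below plate mean, unless failing retest; inactive = the rest, including hits failing retest or dose response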; note: some compounds called inactive have numbers as strong as hits; many of its hits are not listed in these tables
MEKK3 PB1 HTS = raises or lowers MEK5 binding to the human MEKK3 PB1 domain | binding response (% of control), % at 10 µM | Q99759 | bead-based flow cytometry, Alexa488-MEK5 binding to MEKK3; actives lie on both sides; 0 = blocked by unlabeled MEK5, 100 = vehicle | actives 1.4% (n = 290,000);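 active = binding response more than 3 SD above or below the average of its plate-row segment, actives on both sides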;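 note: Alexa488 bead fluorescence after subtracting the streptavidin-only scavenger bead signal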
Target sequence (Q99759 whole entry, looked up, the tested form may be a part): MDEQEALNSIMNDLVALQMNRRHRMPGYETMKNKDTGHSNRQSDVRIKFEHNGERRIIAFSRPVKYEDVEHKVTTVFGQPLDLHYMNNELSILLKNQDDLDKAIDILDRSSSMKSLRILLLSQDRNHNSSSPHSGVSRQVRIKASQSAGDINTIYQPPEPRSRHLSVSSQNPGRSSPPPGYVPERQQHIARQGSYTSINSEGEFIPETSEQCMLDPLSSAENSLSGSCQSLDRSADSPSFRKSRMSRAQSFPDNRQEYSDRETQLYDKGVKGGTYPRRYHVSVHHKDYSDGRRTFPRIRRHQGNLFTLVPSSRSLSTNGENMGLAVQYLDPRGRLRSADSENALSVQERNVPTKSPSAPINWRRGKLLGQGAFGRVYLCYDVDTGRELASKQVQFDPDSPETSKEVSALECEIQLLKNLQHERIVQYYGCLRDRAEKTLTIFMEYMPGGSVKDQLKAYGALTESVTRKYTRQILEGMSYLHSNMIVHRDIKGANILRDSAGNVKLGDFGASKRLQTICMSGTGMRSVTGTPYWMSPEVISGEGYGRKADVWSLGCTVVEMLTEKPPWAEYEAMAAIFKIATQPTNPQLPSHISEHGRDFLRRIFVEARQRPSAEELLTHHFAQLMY
NS3 helicase inh = inhibitors of Hepatitis C virus NS3 helicase; NS3 helicase DNA unwinding, Cy5 molecular beacon fluorescence; inhibition, % at 10.9 µM; actives 0.56% (n = 290,000);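 active = inhibition above the mean of all tested compounds plus 3 SD, set per campaign, cut at about 35% in these data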;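 note: 0% = DMSO wells and 100% = thioflavine S control wells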
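Control set: DMSO versus 110 µM thioflavine S; Material: NS3 helicase fragment of HCV; Measured by: Cy5 fluorescence at 0 and 60 min, beacon hairpin quenching; Read-out basis: percent inhibition from t60/t0 fluorescence ratio; Times: reaction time 60 min, 25 °C; Repeats: single replicate; Compound dosing: single dose, 10.9 µM nominal final, DMSO 0.8% final.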
UBC9 SUMO inh = inhibitors of human SUMOylation (UBC9); inhibition, % at 35 µM; AID 2006; HTRF SUMOylation assay, SAE1/SAE2 + UBC9, in vitro; P63279; actives 0.36% (n = 290,000); in the data active = inhibition above about 50%, passing the limit was not always enough; note: strong numbers were not always called active
Target sequence (P63279 whole entry, looked up): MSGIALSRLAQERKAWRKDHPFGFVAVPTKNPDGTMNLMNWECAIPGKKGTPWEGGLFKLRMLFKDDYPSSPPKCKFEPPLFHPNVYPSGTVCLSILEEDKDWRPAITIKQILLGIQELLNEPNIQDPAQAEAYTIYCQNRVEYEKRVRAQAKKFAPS
VIM-2 inh = inhibitors of Pseudomonas aeruginosa VIM-2 metallo-beta-lactamase. purified VIM-2, nitrocefin hydrolysis, epi-absorbance fluorescence. inhibition, % at 5.6 µM. actives 0.89% (n = 290,000). AID 1527;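 active = inhibition above the mean of all tested compounds plus 3 SD, cutoff set per screening run, cut at about 7.5% in these data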;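 note: red hydrolysis product quenches plate fluorescence so inhibitors raise well fluorescence; 0% = enzyme with DMSO and 100% = DMSO without enzyme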
IMP-1 inhibitor = inhibitors of Pseudomonas aeruginosa IMP-1 metallo-beta-lactamase | purified IMP-1, nitrocefin hydrolysis, epi-absorbance fluorescence | inhibition, % at 5.6 µM | actives 0.45% (n = 290,000) | AID 1556;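 active = inhibition above the mean plus 3 SD of all compounds in the same screening run, cut at about 4.5% in these data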;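 note: 0% = IMP-1 with DMSO and 100% = DMSO wells lacking enzyme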
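System: purified IMP-1; amount: IMP-1 0.2 nM before substrate addition; compound: single dose, 5.6 µM; times: 25 °C, 15 min preincubation, 25 min reaction; signal: Epi-absorbance via hydrolysed-nitrocefin quenching of white-plate fluorescence, 480/530 nm, EDTA stop; benchmarks: DMSO with and without IMP-1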
Numbers without * were called inactive; / = not tested or not shown. An excerpt; count on the stated rates, not on these rows.

SMILES	PHOSPHO1 block	DNA FID counter	IDE cell activ	p-CIP stab down	MEKK3 PB1 HTS	NS3 helicase inh	UBC9 SUMO inh	VIM-2 inh	IMP-1 inhibitor
COc1ccc(CCNc2oc(-c3ccc(C)cc3)nc2C#N)cc1OC	10	0	-1	7	102	0	6	0.1	-2.2
C#Cc1cccc(NC(=O)c2ccc(Cl)cc2Cl)c1	28	-5	-2	1	105	0	-8	-2.0	-2.2
CC(=O)Nc1cc(Cl)c(N=Cc2ccc(O)cc2O)cc1Cl	37	6	-27	-13	94	10	37	-0.9	-2.4
CCOC(=O)C1=C(C)OC(N)=C(C#N)C1C1CCCCC1 (stereo unspecified)	-28	-10	9	-10	104	3	3	1.4	-0.8
COc1ccc(N2C(=O)C(CC(=O)Nc3ccc(Cl)cc3)N(NC(=O)c3cccc(F)c3)C2=S)cc1 (stereo unspecified)	20	-12	-2	2	98	-29	-11	-2.8	-3.9
Cc1cc(/C=N/NC(=O)c2ccccc2F)c(C)n1-c1ccccc1	32	-8	-2	-4	101	4	4	-1.9	-2.7
O=C(CNC(=O)c1ccccc1F)OCC(=O)N1CCCCC1	-14	-1	3	-9	99	10	-5	-2.4	-3.0
COc1ccc(C2C(C(=O)c3cccs3)=C(O)C(=O)N2CCN2CCOCC2)c(OC)c1 (stereo unspecified)	52	-20	5	0	102	13	5	-0.7	-3.9
N#Cc1ccccc1NC(=O)Nc1cccc(Cl)c1	-6	0	1	-9	106	-3	15	-2.8	-0.1
COc1ccc(CNCCc2ccccc2)cc1OCC(N)=O	18	-2	-3	6	98	8	5	-0.6	-1.8
CC(=O)Nc1ccc2c(c1)C(=O)N(c1ccc(C)cc1)C2=O	13	2	3	-13	111	19	-6	2.2	2.9
CN(C)c1nc(NCc2ccccc2)nc(SCC(=O)Nc2ccccc2Cl)n1	3	-2	-1	-10	90	5	-14	-2.7	-1.9
CC(NC(=O)Nc1cccc([N+](=O)[O-])c1)(C(F)(F)F)C(F)(F)F	-7	1	2	-3	98	-10	12	-0.8	-1.3
COc1ccc(C(=O)COC(=O)CNS(=O)(=O)c2ccc(C)cc2)cc1	12	-6	-3	-8	105	-5	2	-1.9	-1.4
COc1ccccc1-c1nc2n(n1)C(c1ccc(Cl)cc1)C(C(N)=O)=C(C)N2 (stereo unspecified)	-45	-12	-4	-1	97	-11	2	-0.3	-5.8
Cc1ccc(NC(=O)C(=O)NN=C2CCCC2)cc1C	49	24	5	-20	100	-3	3	-2.6	-4.9
CS(=O)(=O)CCC(C(=O)N1CCOCC1)N1C(=O)c2cc(Cl)c(Cl)cc2C1=O (stereo unspecified)	-8	5	1	4	101	2	-15	-0.3	-1.7
CCCc1cc(N2CCCC(C(=O)Nc3c(OC)cccc3OC)C2)n2ncnc2n1 (stereo unspecified)	14	-20	6	-2	79	9	5	0.6	2.4
COC/C=C/C1=CC2=CC(=O)C(C)(OC(=O)c3ccco3)C(=O)C2=CO1 (stereo unspecified)	9	/	/	-9	83	/	36	/	/
O=C(NN(CC(O)COc1ccccc1)CC(O)COc1ccccc1)c1ccccc1 (stereo unspecified)	-33	-33	3	-11	106	5	15	-2.9	-0.8
COc1ccc(CCN2CC(C(=O)NCc3nc(C)c(C)s3)CCC2=O)cc1 (stereo unspecified)	28	-44	2	3	102	3	18	-0.3	-3.6
N#CCC(=O)N1CCN(C=O)CC1	24	4	3	13	102	8	9	-2.0	-3.7
CCCCC(=O)Nc1cccc(NC(=O)CC)c1	-11	-5	5	-1	106	-2	-10	-0.7	-2.1
Cc1ccc(NC(=O)CSc2ncnc3ccccc23)cc1S(=O)(=O)N1CCCCC1	14	-22	-10	-10	109	-11	-27	-5.1	-2.5
COc1ccc(/C=C/C(=O)NNc2c(F)c(F)cc(F)c2F)cc1OC	17	-6	3	2	108	-4	-21	-2.7	-1.0

Five compounds from above, arranged by SMILES length, descending.
SMILES	PHOSPHO1 block	DNA FID counter	IDE cell activ	p-CIP stab down	MEKK3 PB1 HTS	NS3 helicase inh	UBC9 SUMO inh	VIM-2 inh	IMP-1 inhibitor
COc1ccc(C2C(C(=O)c3cccs3)=C(O)C(=O)N2CCN2CCOCC2)c(OC)c1 (stereo unspecified)	52	-20	5	0	102	13	5	-0.7	-3.9
COc1ccccc1-c1nc2n(n1)C(c1ccc(Cl)cc1)C(C(N)=O)=C(C)N2 (stereo unspecified)	-45	-12	-4	-1	97	-11	2	-0.3	-5.8
CN(C)c1nc(NCc2ccccc2)nc(SCC(=O)Nc2ccccc2Cl)n1	3	-2	-1	-10	90	5	-14	-2.7	-1.9
CC(=O)Nc1ccc2c(c1)C(=O)N(c1ccc(C)cc1)C2=O	13	2	3	-13	111	19	-6	2.2	2.9
CCOC(=O)C1=C(C)OC(N)=C(C#N)C1C1CCCCC1 (stereo unspecified)	-28	-10	9	-10	104	3	3	1.4	-0.8

Other records
SMILES	PHOSPHO1 block	DNA FID counter	IDE cell activ	p-CIP stab down	MEKK3 PB1 HTS	NS3 helicase inh	UBC9 SUMO inh	VIM-2 inh	IMP-1 inhibitor
O=C(O)c1ccccc1-c1ccccc1C(=O)NCc1ccccc1F	25	-3	4	5	103	-3	18	1.0	0.0
CCCCN(C(=O)c1cc(CC)c(C)s1)c1c(N)n(CC(C)C)c(=O)[nH]c1=O	24	-19	4	0	95	2	5	-2.9	-3.3
COc1cccc(C(c2sc3nc(C)nn3c2O)N2CCc3ccccc3C2)c1 (stereo unspecified)	74*	-23	-2	1	103	-15	-8	0.1	-1.7
COC(=O)c1cc(S(=O)(=O)NCc2cccc(OC)c2)cn1C	23	-8	3	3	99	-2	-2	-1.7	-3.0
O=c1n(-c2ccccc2)c(=O)n2n1CCCC2	-7	-1	2	0	100	1	-22	-1.3	-1.6
c1ccc2c(CSc3ncnc4nc[nH]c34)cccc2c1	52	-14	-4	-11	106	-6	-1	-1.9	-3.2
N/N=C1\CCCc2c1[nH]c1ccc([N+](=O)[O-])cc21	88*	0	/	4	98	-5	9	-2.1	-1.3
CCCCN1C(=O)C(=O)NC[C@@H]1C(C)CC (stereo partly specified)	13	/	1	-14	100	/	2	/	/
Fc1ccc2nc(C3CCCCN3Cc3nc(CC4CC4)no3)[nH]c2c1 (stereo unspecified)	23	-5	3	-27	103	9	0	-2.8	-3.9
c1ccc(C(c2ccccc2)c2noc(CN3CCN(CC4CC4)CC3)n2)cc1	-6	4	4	-3	112	-12	6	-5.3	-3.8
c1ccc(CCNc2cnccn2)cc1	23	-5	-1	-11	99	-6	14	1.6	2.1
O=C(CNC(=O)c1ccc(Cl)cc1)OCCCOC(=O)CNC(=O)c1ccc(Cl)cc1	14	-32	-1	-3	101	-11	10	1.5	0.1
CC(=O)Nc1ccc(S(=O)(=O)NCCc2c[nH]c3ccc(C)cc23)cc1	-2	-1	-2	1	106	20	2	1.0	1.6
COc1cc2c(cc1OC)CN(C(=O)CCOc1ccccc1)CC2	22	-23	-3	0	100	-5	11	-1.0	-2.2
CCOc1ccc(OCc2ccc(C(=O)NCC3CCCO3)o2)cc1 (stereo unspecified)	14	-24	3	-4	107	1	2	-3.2	-2.9
CCN(CC)C(=O)CSc1nnc(-c2cc3ccccc3cc2O)n1CC	62*	-27	2	7	110	15	8	10*	-2.4
COC(=O)c1ccc(CSc2nc3ccccc3c(=O)n2-c2ccccc2)o1	23	-17	0	-22	102	-1	4	-6.7	-3.3
Cc1cccc(/C=N/NC(=O)c2cc(-c3cccnc3)nc3ccccc23)c1	32	-10	2	8	101	8	6	0.2	0.8
O=C(CN1CCCCC1)N/N=C/c1cc2ccccc2nc1Cl	-10	3	3	-7	100	0	-1	2.6	-3.7
COc1ccc(CCNC(=O)CSc2nnc3ccc(-c4cccnc4)nn23)cc1OC	19	-14	5	-6	107	16	4	-2.7	-3.9
CCc1ccc(NC(=O)CN2CCc3ccccc3C2)cc1	3	-6	2	-3	100	-12	2	-0.3	-3.7
CCOC(=O)[C@@H]1[C@H]2COc3ccc(Br)cc3[C@@H]2N2C(=O)N(c3ccc(C)cc3)C(=O)[C@]12C	-19	-33	4	-6	101	-24	7	1.0	-0.2
COc1ccccc1N(Cc1ccccc1)S(=O)(=O)c1cccc(C(=O)Nc2ccc(C(C)=O)cc2)c1	-14	-4	0	8	101	13	-12	-0.1	-5.0
CCC(=O)NC(=S)Nc1ccc(NC(=O)COc2ccc(Cl)cc2Cl)cc1	-53	-7	3	-4	103	-15	-12	-2.6	-2.1
C=CCC1(C#N)C(SC)=NC2=C(C(=O)CC(C)(C)C2)C1c1ccc(Br)cc1 (stereo unspecified)	-9	-13	4	3	101	-8	-29	-3.3	-3.8
Remaining list, next part:
SMILES	PHOSPHO1 block	DNA FID counter	IDE cell activ	p-CIP stab down	MEKK3 PB1 HTS	NS3 helicase inh	UBC9 SUMO inh	VIM-2 inh	IMP-1 inhibitor
COc1ccc(Br)cc1/C=N/N1C(=O)CSC1=S	-2	-10	-1	-3	103	11	-7	-0.5	17*
CCCCCCCCCCOC(=O)C[N+](C)(C)CC1CCCCC1O (stereo unspecified)	32	10	2	0	104	-82	4	3.5	0.7
CCCc1nc(SCC(=O)Nc2ccccc2)c2c(=O)n(C)c(=O)n(C)c2n1	-18	-1	5	-15	99	0	20	-2.6	-5.4
Cc1ccccc1C(=O)Oc1ccc(-c2csnn2)cc1	43	-10	-2	-5	100	-3	-12	-2.8	-1.8
Cc1ccc(Cl)cc1N1CCN(CC(O)COC(C)C)CC1 (stereo unspecified)	37	-1	4	0	100	-13	-6	-1.6	-1.5
COc1ccc(CC2(CO)CCN(Cc3ccc(NC(C)=O)cc3)CC2)cc1	24	6	3	-9	103	-7	17	-2.0	-2.9
CC1(C(=O)O)CCC(C(=O)Nc2ccc(S(N)(=O)=O)cc2)C1(C)C (stereo unspecified)	3	5	2	-2	86	1	6	-2.2	-0.4
COC(=O)CSc1nc(C2CC2)cc(C(F)(F)F)c1C#N	-2	-9	6	-16	111	1	7	0.7	-2.3
Cc1cc(N/N=C/c2cccc(Br)c2)nc2ccccc12	-2	-2	4	17	107	-18	-25	-0.1	-2.4
COc1ccc(-c2nc(N)n[nH]2)cc1OC	10	0	2	14	97	-3	-1	0.4	-0.8
COC(=O)c1nc(NC(=O)c2ccc(Br)cc2)n[nH]1	-3	2	4	-10	107	-2	7	-0.8	-4.4
Cc1ccc(S(=O)(=O)N2CCOCC2)cc1C(=O)NCc1cccs1	53	-6	0	22	104	2	6	0.5	-2.1
Cc1ccc(C(=O)N2CCN(Cc3ccccc3)CC2)o1	28	-7	4	-4	102	8	6	-1.5	-1.1
COc1ccccc1N1CCN(C(=O)c2ccc(C(C)(C)C)cc2)CC1	-5	-43	5	-13	106	-7	5	-0.3	-3.1
O=C(c1ccc2c(c1)C(=O)N(CCCO)C2=O)c1ccc2c(c1)C(=O)N(CCCO)C2=O	11	-2	3	3	97	6	9	-1.1	-2.8
CCCNC(=S)NNC(=O)c1cc(-c2cccnc2)nc2ccccc12	3	-15	-1	-8	102	3	-23	-4.3	-1.9
CCCC(C)NC(=O)COc1ccc(S(=O)(=O)c2ccc(OCC(=O)NC(C)CCC)cc2)cc1 (stereo unspecified)	-18	-45	1	-7	99	-11	-8	-3.3	-3.3
